Source: PubChem BioAssay
mouse EphA4 binding = EphA4 ligand-binding antagonists – biochemical, colorimetric, mouse EphA4, primary screen (AID 689). inhibition, % at 10 µM; hits with a dose series show IC50 in µM. 62,000 tested, 0.1% active. EphA4-AP binding to KYL peptide, pNPP A405; higher % means a stronger effect; in the data active = a potency from the dose series; inactive = the rest, 99 in 100 with inhibition below about 22%
* hit, by the source's call.

Preview (2 entries):
mouse EphA4 binding | SMILES
-6% | CCCCN(C(=O)NC(=O)Nc1cc(C)ccc1C)S(C)(=O)=O
-4% | CCOc1ccc(CCN2C(=O)CCC2(C)C(=O)NC(C)CC)cc1OCC (centres undefined)

All compounds of this part, previewed entries included:
mouse EphA4 binding | SMILES
-6% | CCCCN(C(=O)NC(=O)Nc1cc(C)ccc1C)S(C)(=O)=O
-4% | CCOc1ccc(CCN2C(=O)CCC2(C)C(=O)NC(C)CC)cc1OCC (centres undefined)
-2% | Cc1ccc(C(=O)Cn2ncsc2=N)cc1
-10% | CCOC(=O)c1c(NC(C)=O)sc2c(O)c(CN3CCN(CC)CC3)ccc12
-3% | O=C(/C=C/c1ccccc1)CC(=O)C(Cl)(Cl)Cl
-3% | COC(=O)CCCc1nc2ccccc2s1
-16% | COCCn1c(=S)[nH]c2cc(C(=O)NCCc3ccc(OC)c(OC)c3)ccc2c1=O
-10% | N#Cc1ccccc1Sc1ccccc1N

Going on with the list.
mouse EphA4 binding | SMILES
1% | CCN1CCN(C(=O)c2ccc3c(=O)n(Cc4ccccc4OC)c(=S)[nH]c3c2)CC1
-1% | CC(C)(C)N1C(=O)NC(=O)C(=Cc2ccc([N+](=O)[O-])s2)C1=O
-3% | CCOc1ccc(NC(=O)Nc2cc(C)ccc2F)cc1
-20% | CC1(C)NC(=O)N(CC(=O)O)C1=O
-12% | O=C(Nc1nc2n(n1)C(c1ccccc1)CC(c1ccc(Cl)cc1)N2)c1ccco1 (centres undefined)
-3% | COc1ccc(OCC(O)COc2ccc(C(=O)O)cc2)cc1 (centres undefined)
-7% | O=C(Cn1c(NCCO)nc2ccccc21)NCCc1ccc(F)cc1
3% | COC(=O)c1ccccc1NC(=O)Cn1cc(Br)cn1

(more compounds)
mouse EphA4 binding | SMILES
-7% | CC(C)COc1ccc(C(=O)Nc2cccc3ccccc23)cc1
-6% | Cc1ccc(CNC(=O)CCNC(=O)Cn2ccc3ccccc3c2=O)cc1
-4% | CCN(C(=O)COC(=O)c1cc2ccccc2cc1O)C1CCS(=O)(=O)C1 (centres undefined)
0% | Cc1cc(C(=O)COC(=O)CCCN2C(=O)c3ccccc3C2=O)c(C)n1C
-20% | CC(C)n1c(-c2ccc(N(C)C)cc2)nc2ccccc21
-3% | CCS(=O)(=O)N1CCC(C(=O)NCCCN2CCC(Cc3ccccc3)CC2)CC1
18% | Cc1ccc(-c2ccc(/C=C3/SC(=S)NC3=O)o2)cc1Cl
2% | O=C(O/N=C\c1ccc(N2CCOCC2)c([N+](=O)[O-])c1)c1ccccc1Cl

Other compounds follow:
mouse EphA4 binding | SMILES
-11% | O=C1CCCC2=C1C(c1ccccc1O)C1=C(CCCC1=O)O2
-8% | COC(=O)c1c(-c2cccc3ccccc23)csc1NC(=O)Cc1ccc(OC)c(OC)c1
-14% | Cc1nc(N2CCN(C)CC2)c2sc(=S)n(C)c2n1
-43% | c1ccc(N2CCN(c3nnc(Cc4cccnc4)c4ccccc34)CC2)nc1
8% | O=C(COc1ccccc1[N+](=O)[O-])Nc1ccc(N2CCOCC2)cc1
-21% | C=CCN(CC(=O)NCc1ccccc1)C(=O)c1csnn1
-7% | CCSc1nnc(N)s1
-9% | C=CCn1cc(/C=N\NC(=O)c2cc3c(ccc4ccccc43)o2)c2ccccc21

Remaining list, next part
mouse EphA4 binding | SMILES
-10% | CCOc1ccccc1Oc1cn[nH]c1-c1ccc(OC)cc1O
-12% | CCOC(=O)N1CCN(c2c(NCc3ccc(Cl)cc3)c(=O)c2=O)CC1
-5% | CCC(=O)Nc1ccc(S(=O)(=O)NCc2ccco2)cc1
-7% | CC(C)n1cc(/C=C2/SC(=O)N(CC(=O)N3CCCC3)C2=O)c2ccccc21
-10% | CCOC(=O)c1nn(-c2c(C)n(C)n(-c3ccccc3)c2=O)cc1O
5% | COC(=O)C1=C(C)N(C)C(=O)/C1=C\c1ccco1
2% | Cc1onc(-c2ccccc2Cl)c1C(=O)NCc1cccs1
-18% | COc1ccc(N(C)S(=O)(=O)c2cccc(C(=O)Nc3ccc(-n4cnnn4)cc3)c2)cc1

(listing goes on)
mouse EphA4 binding | SMILES
-8% | C=CCSc1ncccc1C(=O)NCc1ccc(C)cc1
-4% | Cc1ccc(C2C3=C(CC(C)(C)CC3=O)Nc3n[nH]c(C)c32)cc1 (centres undefined)
-9% | O=C(Cn1cc(/C=C2\NC(=O)NC2=O)c2ccccc21)Nc1ccccc1
2% | C=CCOC(=O)C1=C(C)NC(SCC(=O)Nc2ccccc2)=C(C#N)C1c1ccco1 (centres undefined)
0% | O=C1CC(NCc2cccs2)C(=O)N1c1ccc(Cl)cc1 (centres undefined)
-19% | O=C(CCN1C(=O)c2ccccc2C1=O)Nc1ccncc1
2% | CC(=O)Nc1ccc(S(=O)(=O)NCCSCc2ccco2)cc1
0% | Cc1cccc(C(=O)O/N=C(\N)c2ccncc2)c1

The listing continues:
mouse EphA4 binding | SMILES
-10% | CCOC(=O)c1cnc2ccc(C)cc2c1Sc1ccccc1C(=O)OC
-6% | Cc1nc2ccccc2n1C1CC(=O)N(Cc2ccccc2)C1=O (centres undefined)
-6% | CC(=O)Nc1ccccc1C(=O)C(=O)O
-2% | Cc1nc(N2CCN(c3ccccc3)CC2)nc2c1C(=O)CC(c1ccccc1)C2 (centres undefined)
-7% | COCCOC(=O)c1c(C)oc2ccc(OCc3ccccc3Br)cc12
-2% | CCN(CCO)c1ncnc2c1sc1nc(CC(C)C)c3c(c12)CC(C)(C)OC3
28% | COc1ccccc1N(CC(=O)Nc1cc(C)ccc1C)S(=O)(=O)c1ccccc1
-11% | CCNc1nc(N)c(C(=C(C#N)C#N)c2ccccc2)s1

Further records follow:
mouse EphA4 binding | SMILES
-18% | CCc1cc2c(cc3c(=O)n(CC(=O)N4CCN(c5ccccn5)CC4)nc(CC)n32)s1
1% | COc1cc(C(=O)c2cc(Br)ccc2NC(=O)COc2ccccc2)cc(OC)c1OC
-10% | COc1ccc(NC(=O)C2C3C=CC(O3)C2C(=O)NCc2cccnc2)cc1 (centres undefined)
-8% | CCOC(=O)c1c(NC(=O)CSc2nnnn2C)sc(C)c1C
2% | CCN1/C(=C/c2ccc3ccccc3[n+]2CC)C=Cc2ccccc21
-2% | O=C(O)c1ccc(-c2ccc(Cl)cc2Cl)o1
-4% | O=C(COc1ccc(Cl)cc1Cl)N/N=C1\CCCc2ccccc21
-10% | COC(=O)c1ccc(CSc2nc3ccccc3c(=O)n2CC(C)C)o1

(next part)
mouse EphA4 binding | SMILES
18% | CCN(CC)CCN1C(=O)c2oc3ccccc3c(=O)c2C1c1ccccc1 (centres undefined)
-16% | Cc1cccc(C)c1NC(=O)c1ccc([N+](=O)[O-])cc1
-8% | O=C(Nc1ccc(SC(F)F)cc1)/C(=C/c1ccc(Cl)cc1)NC(=O)c1ccccc1
0% | O=C(CSc1nc2ccccc2[nH]1)c1ccc(-c2ccccc2)cc1
-15% | O=C(NC1=NCCS1)c1cc2ccccc2o1
-24% | COc1ccc(CNC(=O)C2CCC(CNS(=O)(=O)c3cccc4nsnc34)CC2)cc1 (centres undefined)
19% | Cc1cccn2c(=O)c(/C=C3\SC(=S)N(C(C)c4ccccc4)C3=O)c(NCCc3ccccc3)nc12 (centres undefined)
-5% | O=C(Nc1ccccc1C(=O)NCCCO)c1ccccc1

Next part.
mouse EphA4 binding | SMILES
-8% | Nc1ccccc1C#Cc1ccccc1
-6% | COc1cccc(NC(=O)C2CCN(Cc3cnn(-c4ccccc4)c3-n3cccc3)CC2)c1
12% | C=CCn1c(SCc2nc3ccccc3nc2C)nnc1-c1ccoc1C
-10% | COc1ccc(/C=N/NC(=O)c2ccc3ccccc3c2)cc1OS(=O)(=O)c1ccc(NC(C)=O)cc1
2% | O=C1c2ccccc2CCC1C1(O)C(=O)Nc2ccccc21 (centres undefined)
7% | O=C(Nc1ccc(-c2nc3ccccc3s2)cc1)c1cccc(C(F)(F)F)c1
-5% | COc1ccc(OC)c(N=Cc2c(O)[nH]c3ccccc23)c1
-17% | Cc1cc(C)cc(NS(=O)(=O)c2ccc3oc(=O)ccc3c2)c1

Following part:
mouse EphA4 binding | SMILES
5% | Cc1onc(-c2ccccc2Cl)c1C(=O)OCC(=O)Nc1ccc2c(c1)OCO2
-4% | COC(=O)c1nnn(Cc2ccccc2)c1N
-3% | COc1ccc(NC(=O)CSc2nnc(-c3ccc(C)cc3)n2N)cc1
-8% | CC(=O)N1CCc2cc(Br)cc(S(=O)(=O)N3CCCCCC3)c21
-13% | Brc1ccc2oc3c(N4CCOCC4)ncnc3c2c1
-24% | O=C1CC(c2cccc(Oc3ccccc3)c2)NC(=O)N1 (centres undefined)
1% | CCc1nc(SCC(=O)Nc2ccc(C(=O)O)cc2)n[nH]1
-32% | COc1ccccc1OCC(=O)O

Remaining list, next part:
mouse EphA4 binding | SMILES
-8% | O=C1C2CC=C(Cl)CC2C(=O)N1CCN1CCOCC1 (centres undefined)
5% | O=C(Nc1cccc(Cl)c1)O/N=C\c1ccncc1
-7% | CCCc1c(C)c2c(C)[nH]nc2oc1=O
-35% | CN1CCN(Cc2nc3c(c(=O)n(C)c(=O)n3C)n2CCCc2ccccc2)CC1
-14% | COC(=O)c1c(C)oc2cc(Br)c(OCC(N)=O)cc12
-1% | CCOC(=O)c1cn2cccnc2n1
-22% | CCC(C)NC(=O)C(CCSC)NC(=O)c1ccccc1 (centres undefined)
-7% | COc1ccc(/C=C2\SC(N3CCCC3)=NC2=O)cc1

7 records drawn at random from the list so far, as already listed:
mouse EphA4 binding | SMILES
-1% | CCOC(=O)c1cn2cccnc2n1
-22% | CCC(C)NC(=O)C(CCSC)NC(=O)c1ccccc1 (centres undefined)
-7% | CCCc1c(C)c2c(C)[nH]nc2oc1=O
-35% | CN1CCN(Cc2nc3c(c(=O)n(C)c(=O)n3C)n2CCCc2ccccc2)CC1
5% | O=C(Nc1cccc(Cl)c1)O/N=C\c1ccncc1
-14% | COC(=O)c1c(C)oc2cc(Br)c(OCC(N)=O)cc12
-8% | O=C1C2CC=C(Cl)CC2C(=O)N1CCN1CCOCC1 (centres undefined)

(next part)
mouse EphA4 binding | SMILES
2% | Cc1cc(C)c(OCC(=O)Nc2ccc(I)cc2)c(C)c1
-18% | O=C1c2oc3ccc(Br)cc3c(=O)c2C(c2cccc(F)c2)N1CCO (centres undefined)
-15% | Cc1ccc(CCNS(=O)(=O)c2ccc(C)cc2)cc1
2% | COc1cc(/C=N/NC(=O)CCc2cc(C(C)(C)C)c(O)c(C(C)(C)C)c2)cc(Br)c1O
7% | CCn1nc(C(=O)Nc2ccccc2C)c(Cl)c1Cl
-11% | CN1CCN(Cc2c(C#N)c3ccccc3n2C)CC1
-4% | CCOC(=O)c1cc2c(C)n(-c3ccc(OCC)cc3)c(C)c2ccc1=O
-2% | COc1ccc(C2C(C(C)=O)=C(O)C(=O)N2c2ccc(Br)cn2)cc1 (centres undefined)

Three of the entries above in order of the mouse EphA4 binding value, falling.
mouse EphA4 binding | SMILES
7% | CCn1nc(C(=O)Nc2ccccc2C)c(Cl)c1Cl
2% | Cc1cc(C)c(OCC(=O)Nc2ccc(I)cc2)c(C)c1
-11% | CN1CCN(Cc2c(C#N)c3ccccc3n2C)CC1

The list goes on.
mouse EphA4 binding | SMILES
1% | O=C(Cc1ccc(Br)cc1)Nc1ccccc1F
-7% | O=C(CCCCn1c(=O)c2ccccc2n(CC(=O)NC2CCCC2)c1=O)NC1CCCC1
-1% | Cc1ccc(S(=O)(=O)/N=C(\CN2CCOCC2)N2CCCC2)cc1
-14% | Cc1cccc(-c2nc3cc(NC(=S)NC(=O)c4ccco4)ccc3o2)c1
-4% | CN(CCOc1ccc(-c2ccn(S(=O)(=O)c3ccc(Cl)cc3)n2)cc1)c1ccccn1
5% | COC(=O)c1c(C)oc2cc(Br)c(OS(C)(=O)=O)cc12
-6% | c1ccc(CSc2nnc(-c3c[nH]c4ccccc34)o2)cc1
-5% | CC(C)(C)c1ccc(OCC(=O)Nc2ccccc2C(=O)Nc2ccc(C(=O)O)cc2)cc1

(listing goes on)
mouse EphA4 binding | SMILES
1% | Clc1cc2nc3ccccn3c2cc1Cl
5% | CCOc1ccc(-c2nc(CSCC(=O)N3CCN(C(=O)c4ccco4)CC3)c(C)o2)cc1
-13% | COc1ccc(CCN2CC(C(=O)NCc3ccco3)CC2=O)cc1OC (centres undefined)
-6% | CCCCN(C(=O)Nc1ccc(OCC)cc1)C1CCN(C(C)=O)CC1
-2% | Cc1ccc(S(=O)(=O)/C(C#N)=C/c2c(N3CC(C)OC(C)C3)nc3ccccn3c2=O)cc1 (centres undefined)
-8% | COC(=O)C1=C(NC(=O)c2cccc(OC)c2)CCS1
0% | COC(=O)/C=C/C(=O)NCc1ccco1
-9% | Cc1ccc(CN2CCN(CC(=O)NCCCN3CCN(c4ccc(F)cc4)CC3)C2=O)cc1

(more compounds)
mouse EphA4 binding | SMILES
-4% | CC1(C)CC(=O)C(CCC(=O)c2ccccc2)C(C)(C)N1 (centres undefined)
-7% | CC1CC(=O)C2=C(C1)Nc1ccccc1N=C2 (centres undefined)
14% | COCCCNCCOCCOc1ccc(C)cc1[N+](=O)[O-]
17% | Cn1c(=O)n(CCN2CCOCC2)c(=O)c2c1nc1n2CCCN1c1ccccc1
-5% | O=C(Nc1ccccc1)NC1CCN(Cc2nnnn2C2CCCCC2)CC1
-4% | O=C(Nc1cccc(Cl)c1)Nc1nnc(Cc2ccc(Cl)cc2)s1
1% | Cc1ccc(NC(=O)CN(C)S(=O)(=O)c2cccc3nsnc23)cc1C
-6% | COc1cc(Cn2cnnn2)ccc1O

Remaining list, next part.
mouse EphA4 binding | SMILES
-2% | COc1ccc(-c2nc(CS(=O)CC(=O)NCc3ccco3)c(C)o2)cc1 (centres undefined)
-9% | O=C(NC1CCCCC1)C(c1ccc(O)cc1)N(CC1CCCO1)C(=O)C1COc2ccccc2O1 (centres undefined)
-9% | O=C(Cc1ccc(Br)cc1)c1ccc(O)cc1O
-7% | CCN1CCCC1CNC(=O)c1ccc(N2CCCC2=O)cc1 (centres undefined)

Part of the list above in order of molar mass, lowest first:
mouse EphA4 binding | SMILES
-6% | COc1cc(Cn2cnnn2)ccc1O
-9% | O=C(Cc1ccc(Br)cc1)c1ccc(O)cc1O
-7% | CCN1CCCC1CNC(=O)c1ccc(N2CCCC2=O)cc1 (centres undefined)
-4% | O=C(Nc1cccc(Cl)c1)Nc1nnc(Cc2ccc(Cl)cc2)s1
-5% | O=C(Nc1ccccc1)NC1CCN(Cc2nnnn2C2CCCCC2)CC1

The list is partial (hit frequency here may not be typical).
